# Cdc42 wt: human Cdc42 wildtype GTP binding change, either direction | P60953 | AID 761 | percent activity (GTP binding), % at 10 µM | GST-Cdc42 beads, Bodipy-GTP binding, flow cytometry; actives lie on both sides | hit rate 0.2% among 190,000;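 active = percent activity GTP binding at least 20 points away from the 100% baseline, either down as inhibitor or up as activator; inconclusive = compound flagged as likely green fluorescent from well-wide comparison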;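 note: median bead fluorescence of bound Bodipy-FL-GTP at 100 nM; 0% = excess unlabeled GTP control and 100% = no compound control; below 100% means less GTP binding so inhibitor and above means activator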
# Target sequence (P60953 whole entry, looked up): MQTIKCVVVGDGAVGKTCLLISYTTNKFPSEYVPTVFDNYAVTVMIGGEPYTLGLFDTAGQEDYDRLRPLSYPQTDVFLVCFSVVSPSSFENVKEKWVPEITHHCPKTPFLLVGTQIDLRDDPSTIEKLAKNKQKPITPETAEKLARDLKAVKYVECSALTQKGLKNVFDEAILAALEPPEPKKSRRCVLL
# Avidin fluor: avidin bead compound fluorescence profile | hit rate 0.38% among 220,000 | fluorescence (KMESF) at 10 µM | AID 1775 | Avidin beads, compound fluorescence 488/530 nm, flow cytometry; hits give high values; in the data active = fluorescence above about 47; note: inactives centre near 10
# Rac1 wt modul: human Rac1 wildtype GTP binding, inhibitors and activators; P63000; GST-Rac1 beads, fluorescent GTP binding, flow cytometry; actives lie on both sides; 0 = cold GTP competed, 100 = untreated; GTP binding activity (% of control), % at 10 µM; hit rate 0.27% among 190,000; AID 757;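 active = GTP binding activity at least 20 points away from the 100% control level, either lower or higher; inconclusive = compound flagged as likely green fluorescent, judged across all proteins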
# GSH fluor: compound fluoresces at 488/530 nm on GSH beads; GSH beads flow cytometry, compound fluorescence 488/530 nm; hits give high values; fluorescence (KMESF) at 10 µM; hit rate 0.25% among 190,000; AID 1776; in the data active = fluorescence above about 89;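 note: glutathione beads carrying GST-tagged Bcl family fusion proteins plus one bare bead set; values are compound well signal with DMSO vehicle wells as background; inactives centre near 16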
# Pf gametocyte: kills late stage P. falciparum gametocytes. P. falciparum stage V gametocytes, ATP luminescence, 24 h. inhibition, % at 10.9 µM. hit rate 0.065% among 150,000. AID 743093;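 active = inhibition above the mean plus 3 SD of compounds within the control limits, set per campaign, cut at about 38% in these data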;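 note: 0% = DMSO wells and 100% = medium only without gametocytes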
# Rab2A wt mod: changes GTP binding to wildtype dog Rab2A, up or down; P61105; GST-Rab2 wt beads, Bodipy-GTP binding, flow cytometry; GTP binding activity, % at 10 µM; hit rate 0.19% among 190,000; AID 760;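 active = GTP binding activity at least 20 points away from 100%, either lowered or raised; inconclusive = signal likely due to the compound's own green fluorescence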;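 note: 0% = beads with excess unlabeled GTP and 100% = no-compound control corrected for plate trend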
# Mcl1 Noxa PPI: disrupts binding of human Mcl-1 to Noxa peptide; TR-FRET Mcl-1/Noxa peptide binding, 2 h; inhibition, % at 21.7 µM; hit rate 1.5% among 220,000;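 active = compounds that cut the protein-peptide binding signal by more than 50% relative to plate controls in a single-dose test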;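 note: His-tagged Mcl-1 with rhodamine Noxa BH3 peptide and terbium anti-His antibody; 0% = Mcl-1 plus Noxa peptide wells and 100% = peptide-only wells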
# Target sequence (Q07820 whole entry, looked up): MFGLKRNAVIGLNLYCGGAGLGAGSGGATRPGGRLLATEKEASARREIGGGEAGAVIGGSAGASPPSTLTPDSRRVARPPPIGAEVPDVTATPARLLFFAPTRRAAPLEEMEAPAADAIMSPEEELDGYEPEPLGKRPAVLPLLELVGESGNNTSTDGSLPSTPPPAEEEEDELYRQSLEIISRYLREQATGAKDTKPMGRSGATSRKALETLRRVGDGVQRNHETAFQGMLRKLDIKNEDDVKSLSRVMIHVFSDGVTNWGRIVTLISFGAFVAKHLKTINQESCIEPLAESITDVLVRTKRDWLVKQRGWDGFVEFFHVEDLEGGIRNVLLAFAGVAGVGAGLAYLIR
# Mcl1-Bid inh: Mcl-1/Bid interaction inhibition | inhibition, % at 21.7 µM | Q07820 | hit rate 0.97% among 220,000 | TR-FRET Mcl-1/Bid-Dy647 peptide binding, 1536-well;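 active = compounds that cut the binding signal by more than half at the single screening dose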;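 note: His-tagged Mcl-1 with europium anti-His antibody binding Bid BH3 peptide; 0% = Mcl-1 plus peptide wells and 100% = peptide-only wells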
# Rac1 act GTP bind: human Rac1 activated mutant GTP binding change; hit rate 0.11% among 190,000; AID 764; P63000; GST-Rac1 activated beads, fluorescent GTP binding, flow cytometry; actives lie on both sides; 100% means binding = to untreated wells; percent activity (GTP binding), % at 10 µM;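 active = GTP binding at least 20 percentage points away from the 100% baseline, in either direction, so actives lie on both sides; inconclusive = Compound likely fluorescent itself, or too few beads counted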
# HRas wt GTP bind: changes GTP binding to wildtype human HRas. hit rate 0.14% among 190,000. GST-Ras wt beads, Bodipy-FL-GTP binding, flow cytometry; actives lie on both sides. P01112. AID 759. GTP binding activity, % at 10 µM;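 active = GTP binding activity at least 20% away from the 100% baseline, either lowered as inhibitor or raised as activator; inconclusive = flagged as likely green fluorescent, judged across all proteins in the well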;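 note: 0% = unlabeled GTP competition control and 100% = no-compound control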
# Target sequence (P01112 whole entry, looked up): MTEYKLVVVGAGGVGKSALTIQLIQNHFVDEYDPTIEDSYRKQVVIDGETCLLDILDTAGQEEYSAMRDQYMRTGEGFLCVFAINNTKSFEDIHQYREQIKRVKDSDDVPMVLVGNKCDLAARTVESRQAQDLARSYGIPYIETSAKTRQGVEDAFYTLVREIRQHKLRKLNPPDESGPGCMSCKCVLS
# Rab7 wt modul: alters GTP binding to wildtype dog Rab7; GST-Rab7 beads, fluorescent GTP binding, flow cytometry; actives lie on both sides; untreated = 100%, excess cold GTP = 0%; GTP binding activity (percent of control), % at 10 µM; hit rate 0.055% among 190,000;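 active = fluorescent GTP binding to Rab7 beads changed by at least 20 points from the 100% baseline, either direction, mostly lower; inconclusive = compound itself probably fluorescent, or too few beads counted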;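 note: median green fluorescence of bound Bodipy-FL-GTP per Rab7 bead population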
# Starred values were filed as active, the others as inactive; ? = inconclusive; . = no result given.
# Screens in order: Cdc42 wt	Avidin fluor	Rac1 wt modul	GSH fluor	Pf gametocyte	Rab2A wt mod	Mcl1 Noxa PPI	Mcl1-Bid inh	Rac1 act GTP bind	HRas wt GTP bind	Rab7 wt modul
O=C(CCCN1C(=O)c2cccc3cccc(c23)C1=O)NCc1cccnc1
    98	13	99	9	6	100	-2	11	95	99	101
Nc1cccnc1Sc1ccc(Cl)cc1
    103	24	104	9	-13	99	0	-43	99	99	96
CCc1ccc(Nc2cnn(-c3nc4ccccc4s3)c(=O)c2Cl)cc1
    98	8	99	4	14	96	-14	-23	96	99	98
CCn1nc(C)c(/C=N\NC(=O)c2ccc3c(c2)OCO3)c1C
    100	8	100	17	.	100	9	-20	100	101	101
Cc1occc1C(=O)N1CCN(S(C)(=O)=O)CC1
    105	36	110	28	.	97	1	-7	101	102	102
CCOC(=O)c1c(N)sc2c(NC(C)=O)cccc12
    111	21	110	11	0	105	19	-51	98	104	107
Nn1cnnc1SCC(=O)Nc1ccc2c(c1)OCO2
    ?	24	?	9	.	?	-3	-48	?	?	?
CN1C2CCC1/C(=C\c1ccccc1Cl)C(=O)/C2=C\c1ccccc1Cl
    100	6	101	36	.	99	7	8	99	101	102
CC(=O)N1CC(C)c2scc(C)[n+]2-c2ccccc21 (centres undefined)
    96	2	101	11	.	99	10	-15	99	97	95
Cc1cc(=O)[nH]c(N/N=C/c2ccc(OC(=O)c3cccnc3)cc2)n1
    88	25	83	8	25	89	0	-21	94	89	88
CCOC(=O)CSc1ncc(OC)c(Sc2ccc(OC)cc2)n1
    98	24	102	15	.	97	3	-6	98	99	96
Cc1c(Cl)c([N+](=O)[O-])nn1CCCC(=O)NC(C)c1ccccc1 (centres undefined)
    103	11	107	20	.	100	6	4	101	101	100
O=C(N/N=C/c1cc2cc3c(cc2nc1Cl)OCCO3)c1ccccc1O
    93	18	92	44	.	90	71*	60*	94	93	94
O=C(NNC(=O)C1CCN(Cc2ccccc2)CC1)c1cccc(Cl)c1
    98	41	96	32	19	95	3	-5	95	97	93
CC(=O)Nc1cc(NC(C)=O)cc(-c2nc3ccccc3[nH]2)c1
    91	9	95	49	-7	95	17	1	93	93	101
CC(NC(=O)CSc1ncccn1)c1ccc(Cl)cc1Cl (centres undefined)
    99	11	97	16	-1	100	25	-13	96	99	106
O=S(=O)(Nc1nccs1)c1cc(Cl)ccc1Cl
    97	8	100	39	.	97	35	-25	96	95	96
COC(=O)c1ccc(NC(=S)N2CCN(Cc3cccc(C)c3)CC2)cc1
    99	10	103	12	.	99	13	-30	97	98	99
Cc1ccc(-c2nnn(CC(=O)N(CCO)C(C(=O)NC3CCCC3)c3ccc(F)cc3)n2)o1 (centres undefined)
    96	12	103	14	-15	96	13	-26	96	98	100
CN1C(=O)Cn2c1nc1ccccc12
    104	7	106	49	.	101	5	-28	99	103	98
NC(=O)C1CCN(C(=O)c2cccc(S(=O)(=O)N3CCc4ccccc4C3)c2)CC1
    97	7	97	10	20	96	2	-37	94	95	92
Fc1ccc(-c2nc3c(-c4ccc(F)cc4)cnn3cc2CCN2CCOCC2)cc1
    100	8	99	13	3	98	25	-33	97	98	98
NC(=O)C1(N2CCCCC2)CCN(C(=O)CSc2nc(C(F)(F)F)cc(=O)[nH]2)CC1
    103	11	101	29	.	100	-5	-2	98	99	97
Cc1ccc(C(=O)Nc2ccccc2Oc2ccccc2)cc1[N+](=O)[O-]
    96	6	99	23	.	95	0	15	96	98	97
COc1ccc(C2C(C#N)=C(N)Oc3cc(C)n(CCN4CCOCC4)c(=O)c32)cc1OC (centres undefined)
    100	36	101	25	.	100	15	-32	99	98	100
Cc1cc(/C=C2\SC(=S)NC2=O)c(C)n1C
    103	7	101	24	0	100	-8	-36	100	101	98
COc1ccc(C(=O)N2CCC(C(=O)Nc3ccc4c(c3)OCO4)CC2)cc1
    101	12	102	5	10	97	-8	-14	99	98	100
Nc1c(C(=O)Nc2ccc(F)cc2)sc2nc(-c3ccco3)ccc12
    96	9	95	7	.	96	98*	91*	98	96	93
COCCCNC(=S)NNC(=O)c1ccc2c(c1)OCO2
    102	23	105	13	.	100	10	-23	99	102	102
CCCCOC(=O)Nc1cccc(C(C)=O)c1
    95	12	93	22	-7	93	0	-11	94	95	93
O=C(Cc1ccccc1)NNC(=S)Nc1ccc(Cl)cc1
    99	1	102	9	-4	99	-33	-92	98	100	100
Cc1nnsc1SC(C)C(=O)O (centres undefined)
    106	10	104	16	.	104	15	5	102	103	103
C=CCN(CC=C)C(=S)NC(=O)c1ccc(C)c(Br)c1
    96	31	101	9	-1	97	-36	-49	98	99	98
COc1ccc(OC)c(-n2c(SCC(=O)Nc3cc(C)on3)nnc2-c2c[nH]c3ccccc23)c1
    99	6	98	20	.	98	33	-18	97	97	96
O=C(Cc1cccs1)N1CCN(S(=O)(=O)c2ccccc2)CC1
    99	25	101	15	.	97	14	97*	100	98	97
COc1ccc(CC(=O)OCCN(C)C)cc1
    102	5	107	53	.	101	3	3	100	102	101
COc1ccc(Br)cc1/C=N/Nc1cccc(C(=O)O)c1
    102	78*	101	12	21	95	0	-13	97	97	97
COc1ccc(NC(=O)c2ccccc2NC(=O)C2CCCO2)cc1 (centres undefined)
    105	15	109	35	.	103	10	-13	102	101	100
c1ccc(Cn2nnnc2CN2CCN(c3ncccn3)CC2)cc1
    95	6	96	34	.	94	12	-24	94	96	94
Cc1ccc2c(n1)sc1c(-c3ccccc3)c(C#N)c(N)nc12
    86	38	87	10	.	85	0	-3	87	88	91
COc1ccc(NC(=O)C2C3CCC(C3)C2C(=O)O)cc1OC (centres undefined)
    102	16	102	26	.	101	10	-45	100	99	97
CN(C)C(CNC(=O)c1cccc(C#N)c1)c1ccco1 (centres undefined)
    99	8	101	18	-34	96	-11	-29	97	99	96
COCc1[nH]nc2c1C(c1cc(OC)c(O)c(OC)c1)C(C#N)=C(N)O2 (centres undefined)
    105	28	107	25	16	102	-12	-34	100	103	104
CC1CCCC(NS(=O)(=O)c2ccc3c(c2)OCCO3)C1C (centres undefined)
    101	18	99	29	-6	98	8	-8	101	99	97
CN(Cc1ccccc1)CC(O)COc1ccc(CNCCCOc2cccnc2)cc1 (centres undefined)
    95	4	99	11	7	97	26	0	94	96	100
COC(=O)c1c(NC(=O)CN2C(=O)C(=O)N(CC(C)C)C2=O)sc2c1CCCCC2
    89	16	90	20	2	92	13	-13	92	93	96
COc1ccc(CCN(C)C(=O)CSc2nc3ncc(Cl)cc3[nH]2)cc1OC
    96	11	100	14	23	96	7	-20	97	99	103
COc1cc(CC(=O)Nc2cc(S(C)(=O)=O)ccc2Cl)cc(OC)c1OC
    97	12	99	14	-5	97	13	-14	100	98	95
Cc1cc(-c2ccccc2)n(-c2ccc(C(=O)N3CCN(c4ncccn4)CC3)cc2)n1
    104	15	105	42	-21	101	6	3	98	103	99
Cc1ccc(OC(C)C)c(CN(CCO)CCO)c1
    100	24	100	10	-39	100	3	-1	96	101	101
CCc1ccc(OCC(=O)NC(NC(=S)Nc2ccccc2)C(Cl)(Cl)Cl)cc1 (centres undefined)
    100	12	100	13	.	99	16	-3	97	102	101
O=C(C1CCCN(Cc2ccccc2)C1)N1CCc2ccccc2C1 (centres undefined)
    108	34	106	16	.	106	19	43	103	105	101
COc1ccc(/C=N/NC(=O)CC(=O)NCc2cccnc2)cc1
    100	5	100	25	.	100	0	-17	100	100	99
CC(C)CCSc1ncnc2c1oc1nc3c(cc12)COC(C)(C)C3
    100	8	109	10	.	101	-3	14	98	102	102
CCCCOC1CC(c2ccc(OCc3ccc(OC)cc3)c(OC)c2)N(C)O1 (centres undefined)
    94	35	95	10	-11	96	9	-9	94	91	95
O=C1c2ccccc2C(=O)N1CN(C(=O)COc1ccccc1)c1ccc(F)cc1
    102	16	104	13	-8	96	29	-6	99	99	98
COC(=O)c1ccc(-c2noc(CN(Cc3ccccn3)CC3CCCO3)n2)cc1 (centres undefined)
    101	10	99	18	.	98	5	-10	97	98	101
Cc1noc(C)c1COC(=O)c1cc(C)n(-c2ccccc2)c1C
    96	16	102	22	.	95	-16	-37	97	98	99
c1ccc2oc(-c3[nH]ncc3CN3CCC(N4CCSCC4)CC3)cc2c1
    94	11	102	13	2	93	7	-31	95	95	93
Cc1csc(NC(=O)CCc2ccc(S(=O)(=O)N3CCOCC3)cc2)n1
    101	7	101	16	3	99	18	2	100	101	101

# The results go on.
# Screens in order: Cdc42 wt	Avidin fluor	Rac1 wt modul	GSH fluor	Pf gametocyte	Rab2A wt mod	Mcl1 Noxa PPI	Mcl1-Bid inh	Rac1 act GTP bind	HRas wt GTP bind	Rab7 wt modul
Cc1ccc(S(=O)(=O)N(CC(O)CN(C)C)c2ccccc2)cc1 (centres undefined)
    101	11	105	38	.	98	4	-4	98	101	103
Cn1c(SCC(=O)c2ccc3c(c2)Cc2ccccc2-3)nnc1-c1cccc(N)c1
    96	6	102	4	-4	95	20	-13	97	99	97
Cc1cc(C)n(-c2ccc(Cl)c(C(=O)OCC(N)=O)n2)n1
    98	7	96	5	3	94	-14	-30	97	97	94
CCOc1ccc(Cc2c(Cl)nc(SC)nc2OC)cc1
    98	10	96	12	.	98	9	-14	97	97	95
CN(C(=O)C1CCOC1)c1nnc(-c2cnccn2)s1 (centres undefined)
    105	6	106	30	.	104	8	4	100	104	102
NCCCNC(=O)c1ccc(/C=N/O)nc1
    94	12	96	8	13	99	-7	-13	93	95	101
CSc1nnc2n(C)c3c(c(=O)n12)C1(CCCC1)Cc1ccccc1-3
    103	10	109	14	-21	103	13	4	100	105	105
CN1CCc2cccc3c2[C@@H]1Cc1ccc(O)c(O)c1-3
    106	5	103	12	.	98	92*	9	100	102	96
COc1cc2cc(C(c3nnnn3C3CCCCC3)N(C)C3CCCCC3)c(=O)[nH]c2cc1OC (centres undefined)
    97	36	101	25	.	96	6	14	96	98	98
COc1ccccc1NS(=O)(=O)CC12CCC(CC1=O)C2(C)C (centres undefined)
    99	14	102	34	.	99	9	-26	100	101	99
O=C(CN1CCN(Cc2ccc(Cl)cc2)C1=O)NCc1cccs1
    99	9	103	20	-8	103	9	-20	94	103	106
CC1(C)CC(=O)CC(C2(O)C(=O)N(Cc3ccccc3)c3ccccc32)O1 (centres undefined)
    105	9	107	24	.	101	5	0	99	102	102

# Bioassay records: PubChem BioAssay, several laboratories
